# SRC2 TRFRET art = TR-FRET signal artefacts, primary screen, artefact control for PPARgamma SRC-2 agonist project, biochemical; TR-FRET artefact counter-screen; hits give high values; AID 1049, 2008; TR-FRET ratio at 8 µM; actives 0.4% (n = 200,000); in the data active = TR-FRET ratio above about 2000; note: inactives centre near 1500
# STAT3 inh = IL-6 driven STAT3 reporter inhibitors, primary screen, U3A cells, luciferase, luminescence, MLSCN library | IL-6 STAT3-luciferase reporter; host cell line lacks STAT1 | inhibition, % at 5.5 µM | actives 0.89% (n = 190,000) | AID 862, 2007;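 active = inhibition above the mean inhibition across all screened compounds plus 3 SD, cut at about 44% in these data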;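 note: 0% = DMSO only wells and 100% = 100 µM nifuroxazide control wells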
# bIAP activator = bovine intestinal alkaline phosphatase activators, primary screen, biochemical, bovine IAP, CDP-star luminescence | alkaline phosphatase, intestinal [Bos taurus] | purified bovine IAP, 30 min; hits give high values; fold of DMSO-control signal, blank-subtracted | activation factor at 20 µM | actives 0.17% (n = 200,000) | AID 1016, 2008;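 active = activation factor of 2 or more at 20 µM, a signal rise over negative controls twice the positive control's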
# STAT3 activator = IL-6 driven STAT3 reporter potentiators, primary screen, U3A cells, luciferase, luminescence, MLSCN library; IL-6 STAT3-luciferase reporter; 100% = signal with IL-6 EC80 alone; AID 871, 2007; actives 0.91% (n = 190,000); activation (% of control), % at 5.6 µM;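 active = activation above the screen-wide mean of compound activation plus 3 SD, cut at about 130% in these data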;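 note: 0% = background luminescence of wells with medium and substrate only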
#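 Material: STAT3-luciferase reporter U3A cells. Controls: IL-6-treated wells, 100% activation. Read-out: % activation versus median of IL-6-stimulated wells. Probe or stimulus: IL-6 stimulus at 33 ng/mL final. Timing: compound 1 h, then IL-6 6 h at 37 °C. Signal: reporter luminescence signal.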
# STAT1 inh = STAT1 signaling inhibitors, primary screen, cell-based, HTS, luciferase reporter; actives 0.35% (n = 200,000); inhibition, % at 5.5 µM; NIH 3T3 STAT1-luciferase reporter, IFN-gamma, luminescence;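 active = inhibition above a set limit, the mean inhibition across all tested compounds plus 3 SD, cut at about 34% in these data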;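 note: 0% = IFN-gamma with DMSO and 100% = IFN-gamma with 300 µM nifuroxazide; values of inactives mirror those of a sister screen read the other way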
# bIAP inhibitor = bovine intestinal alkaline phosphatase inhibitors, primary screen, selectivity assay for TNAP inhibitor project, biochemical, bovine IAP, CDP-star luminescence; inhibition, % at 20 µM; alkaline phosphatase, intestinal [Bos taurus]; 190,000 tested, under 10 active; purified bovine IAP, 30 min; AID 1019, 2008;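 active = over 50% inhibition of intestinal alkaline phosphatase at 20 µM in the single-dose screen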
#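 Assay system – bovine IAP enzyme · Quantity – bovine IAP at 1/65,000,000 final dilution · Detection – CDP-star luminescence signal · Times – 30 min reaction at room temperature · Also added – CDP-star substrate at 30 µM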
# ROMK primary = ROMK potassium channel modulators, primary screen, cell-based, thallium flux, MLSMR library; ATP-sensitive inward rectifier potassium channel 1 (Homo sapiens), P48048; Tet-inducible ROMK, thallium flux fluorescence; actives lie on both sides; B-score at 10 µM; actives 2% (n = 130,000); AID 1918, 2009;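 active = signal ratio slope over the read window, or its plate-corrected B-score, at least 3 SD from the plate mean, either direction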;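 note: B-score of the F/F0 ratio slope over 7 to 12 s after thallium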
# PPARg SRC3 recr = PPARgamma agonists recruiting SRC-3 coactivator, primary screen, biochemical | Peroxisome proliferator-activated receptor gamma (Homo sapiens), P37231 | AID 731, 2007 | actives 0.26% (n = 200,000) | biochemical PPARgamma/SRC-3 coactivator recruitment assay | activation, % at 8 µM; in the data active = activation above about 23%;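 note: 0% = DMSO and 100% = reference agonist; some compounds past the cut are filed as inactive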
# Target sequence (P37231 whole entry, looked up): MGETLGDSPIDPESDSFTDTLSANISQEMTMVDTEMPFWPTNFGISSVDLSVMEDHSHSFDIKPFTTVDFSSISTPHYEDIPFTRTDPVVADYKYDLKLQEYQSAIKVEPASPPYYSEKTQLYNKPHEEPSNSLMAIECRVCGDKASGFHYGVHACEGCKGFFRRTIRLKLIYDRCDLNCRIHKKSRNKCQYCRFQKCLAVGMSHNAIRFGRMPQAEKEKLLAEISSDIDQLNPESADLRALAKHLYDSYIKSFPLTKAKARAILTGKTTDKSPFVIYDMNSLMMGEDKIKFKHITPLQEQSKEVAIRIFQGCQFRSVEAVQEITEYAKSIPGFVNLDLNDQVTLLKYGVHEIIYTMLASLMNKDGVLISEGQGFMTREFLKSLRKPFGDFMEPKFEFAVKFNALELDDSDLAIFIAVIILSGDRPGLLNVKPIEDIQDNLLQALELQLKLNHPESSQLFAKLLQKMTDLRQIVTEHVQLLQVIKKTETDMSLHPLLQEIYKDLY
# PPARg SRC2 recr = agonists of PPARg-SRC-2 recruitment, primary screen, biochemical, HTS | PPARgamma LBD-SRC-2 recruitment | AID 1032, 2008 | activation, % at 8 µM | Peroxisome proliferator-activated receptor gamma (Homo sapiens), P37231 | actives 0.34% (n = 200,000); in the data active = activation above about 22%;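 note: 0% = vehicle and 100% = reference agonist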
# TNAP act hi DEA = TNAP activators at high phosphate acceptor level, primary screen, biochemical, luminescence, uHTS; 200,000 tested, under 10 active; purified TNAP, CDP-star luminescence, 1 M DEA, 30 min; hits give high values; 0 = EDTA background, 1 = DMSO-only activity; Alkaline phosphatase, tissue-nonspecific isozyme (Homo sapiens), P05186; activation factor at 20 µM;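 active = activation factor at least 2 at 20 µM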
#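 system = human TNAP | amount = enzyme diluted 1/800 final | reagent = 100 µM CDP-star substrate | signal = luminescent substrate turnover signal | dosing = one dose, 20 µM | benchmarks = EDTA negative control, DMSO positive control | measure = activation factor | timing = 30 min reaction, room temperature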
# PPARg SRC1 recr = PPARgamma agonists recruiting SRC-1 coactivator, primary screen, biochemical; activation, % at 8 µM; AID 631, 2007; Peroxisome proliferator-activated receptor gamma (Homo sapiens), P37231; PPARgamma-SRC-1 coactivator recruitment biochemical assay; actives 0.41% (n = 200,000); in the data active = activation above about 19%;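 note: 0% = DMSO and 100% = reference agonist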
# Active calls of the source: *; x = not tested or not shown.
SMILES	SRC2 TRFRET art	STAT3 inh	bIAP activator	STAT3 activator	STAT1 inh	bIAP inhibitor	ROMK primary	PPARg SRC3 recr	PPARg SRC2 recr	TNAP act hi DEA	PPARg SRC1 recr
C/C(O)=C(\C#N)c1nnc2n1CCCCC2	1443	3	1	101	0	3	0.56	-17	-7	1	-3
COCCn1c(=N)c(C(=O)NCc2ccco2)cc2c(=O)n3cc(C)ccc3nc21	1743	-2	1.1	107	-2	-11	-1.5	13	3	1.1	-1
Cc1ccnc(NC(=O)CCC(=O)N(CC(=O)NC2CCCCC2)Cc2ccccc2)c1	1581	-5	1	109	0	-3	-0.017	1	-1	1	-2
CCOC(=O)c1cccc(NC(=O)Cn2cc3c(n2)CCC(C)C3)c1 (centres undefined)	1643	-4	0.9	102	-2	7	x	5	1	1	8
Cc1cccc2c(=O)cc(C)n(CC(=O)N3CCOCC3)c12	1438	3	1	99	1	-4	-2.2	-8	-6	1.1	0
Cc1ccc(C2=C(CC(=O)O)C(=O)CC2)cc1	1477	-1	1.4	99	-1	-40	-0.41	-3	-9	1	-6
CNC(=S)N/N=C/c1cccc(OCc2ccccc2F)c1	1600	2	0.9	96	-36	10	0.04	-5	-5	1	0
CCn1c(=O)n(CC)c2cc(S(=O)(=O)Nc3c(C)cccc3C)ccc21	1571	5	1	100	3	3	x	-10	0	1.1	0
CCOc1ccc(-c2cc(C(=O)O)c3ccccc3n2)cc1	1539	28	0.9	81	9	12	2.5	2	11	1	6
CCCn1c(SCC(=O)c2cc(OC)ccc2OC)nnc1C(C)C	1854	6	1	97	2	2	-0.51	12	-4	1	12
CN(C)S(=O)(=O)c1ccc(Cl)c(C(=O)NCc2ccco2)c1	1401	-2	1.1	99	9	-12	-0.49	1	6	1	3
Cc1[nH][nH]c(=O)c1C(c1ccc2c(c1)OCO2)c1c(C)[nH][nH]c1=O	1533	2	1.2	103	-2	-20	-0.25	3	7	0.6	8

# 2 records drawn at random from those above, as already listed:
SMILES	SRC2 TRFRET art	STAT3 inh	bIAP activator	STAT3 activator	STAT1 inh	bIAP inhibitor	ROMK primary	PPARg SRC3 recr	PPARg SRC2 recr	TNAP act hi DEA	PPARg SRC1 recr
CN(C)S(=O)(=O)c1ccc(Cl)c(C(=O)NCc2ccco2)c1	1401	-2	1.1	99	9	-12	-0.49	1	6	1	3
Cc1[nH][nH]c(=O)c1C(c1ccc2c(c1)OCO2)c1c(C)[nH][nH]c1=O	1533	2	1.2	103	-2	-20	-0.25	3	7	0.6	8

# Nine entries out of the list, sorted by molecular weight, falling.
SMILES	SRC2 TRFRET art	STAT3 inh	bIAP activator	STAT3 activator	STAT1 inh	bIAP inhibitor	ROMK primary	PPARg SRC3 recr	PPARg SRC2 recr	TNAP act hi DEA	PPARg SRC1 recr
COCCn1c(=N)c(C(=O)NCc2ccco2)cc2c(=O)n3cc(C)ccc3nc21	1743	-2	1.1	107	-2	-11	-1.5	13	3	1.1	-1
CCn1c(=O)n(CC)c2cc(S(=O)(=O)Nc3c(C)cccc3C)ccc21	1571	5	1	100	3	3	x	-10	0	1.1	0
CCCn1c(SCC(=O)c2cc(OC)ccc2OC)nnc1C(C)C	1854	6	1	97	2	2	-0.51	12	-4	1	12
Cc1[nH][nH]c(=O)c1C(c1ccc2c(c1)OCO2)c1c(C)[nH][nH]c1=O	1533	2	1.2	103	-2	-20	-0.25	3	7	0.6	8
CNC(=S)N/N=C/c1cccc(OCc2ccccc2F)c1	1600	2	0.9	96	-36	10	0.04	-5	-5	1	0
Cc1cccc2c(=O)cc(C)n(CC(=O)N3CCOCC3)c12	1438	3	1	99	1	-4	-2.2	-8	-6	1.1	0
CCOc1ccc(-c2cc(C(=O)O)c3ccccc3n2)cc1	1539	28	0.9	81	9	12	2.5	2	11	1	6
Cc1ccc(C2=C(CC(=O)O)C(=O)CC2)cc1	1477	-1	1.4	99	-1	-40	-0.41	-3	-9	1	-6
C/C(O)=C(\C#N)c1nnc2n1CCCCC2	1443	3	1	101	0	3	0.56	-17	-7	1	-3

# Compound activity deposited in PubChem by several laboratories.
